# PAX8 reporter: inhibitors of PAX8-driven TPO luciferase reporter, primary screen, RMG-I cells, single concentration; SteadyGlo, 24 h; inhibition, % at 12.6 µM; 1.2% of 360,000 active;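 active = mean replicate inhibition at least 60% with every replicate also reaching 60%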;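 also: luciferase light reporting Pax8 driven TPO promoter activity; plate controls were median of neutral control wells for no effect and mitoxantrone controls for full effect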
# ARNT TACC3 PPI: disruptors of ARNT/TACC3 protein interaction, primary screen, biochemical, AlphaScreen, single concentration | AlphaScreen His-ARNT PAS-B/GST-TACC3 binding, luminescence; TACC3 fragment carries E629A point mutation | 0.66% of 390,000 active | inhibition, % at 9.99 µM | Transforming acidic coiled-coil-containing protein 3 (Homo sapiens), Q9Y6A5 | AID 623870, 2012;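 active = mean inhibition of replicates at least 50% and at least half of replicates each reaching 50%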;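 also: 0% = complete ARNT plus TACC3 wells and 100% = ARNT alone without TACC3; many hits fall short of the cut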
# The depositor's hits bear a star. These rows are one share of the data; rates above refer to the full screens.
SMILES,PAX8 reporter,ARNT TACC3 PPI
C=CCc1cc(C)ccc1OCCn1ccnc1,-16,-2
CCn1c(SCC(=O)Nc2c(C)n(C)n(-c3ccccc3)c2=O)nnc1-c1cccc(C)c1,14,-7
CS(=O)(=O)N1CCN(c2ccccc2NC(=O)c2ccc3ccccc3c2)CC1,34,-6
Cc1cc(-c2c(C)[nH]n(-c3ccc(Cl)cc3)c2=O)n[nH]1,-7,57*
COc1cc(Nc2nnc(C)s2)c(Cl)cc1Cl,13,15
O=S(=O)(c1ccc(OCC(O)CN2CCCC2)cc1)N1CCOCC1 (stereo unspecified),-4,6
O=C(O)C1CCCN(C(=O)NCc2ccccc2)C1 (stereo unspecified),-6,-21
CCC(=O)NC(NC(=O)CC)C(Cl)Cl,8,-3
COC(=O)C1C(O)=CC(=O)CC1C (stereo unspecified),14,5
COCC(C)n1c(C)cc(C(=O)CN2C(=O)NC3(CCCCC3C)C2=O)c1C (stereo unspecified),-6,-2
CC(C)(C)OC(=O)NCCc1nnc(SCC(=O)c2ccc(Cl)cc2)o1,16,28
CC(C)c1cc(NC(=O)C(C)(C)C)cc(C(C)C)c1O,4,-5
COCCCn1nnnc1SCC(=O)N1CCCC1,-1,0
Cc1cccc(OCC(=O)Nc2ccc(N3CCN(S(C)(=O)=O)CC3)cc2)c1,-5,0
C/C(Cn1nc([N+](=O)[O-])cc1C)=N\NC(=O)c1ccc(C(C)(C)C)cc1,-7,-3
CCCCSC(=O)Nc1ccccc1,-50,-2
O=C(NCc1ccccc1)c1cccc(COc2cccc(Cl)c2)c1,-89,-7
CCCCCC(=O)NC(=S)Nc1ccc(N2CCCCC2)c(Cl)c1,5,33
CC1(C)Oc2ccc(C(=O)NC3CCCC3)cc2N(CC(=O)NC2CCCC2)C1=O,-1,-1
O=C(c1ccccc1)c1c[nH]cc1-c1ccccc1,-11,-4
Cc1cc(NC(=O)CCC(=O)N(CC2CCCO2)C(C(=O)NC2CCCC2)c2cccnc2)no1 (stereo unspecified),8,-1
CCCOC(=O)CCNc1n[nH]c(=O)[nH]c1=O,-3,-10
Cc1cc(C)c2ccc(C)[n+]([O-])c2c1O,8,4
Cc1cc(Cl)ccc1NC(=O)NC1CCN(S(=O)(=O)c2ccc(F)cc2)CC1,22,-5
Cc1cc(Cl)ccc1OCC(=O)OC(C)C(=O)NC(N)=O (stereo unspecified),9,-2
Fc1ccc(N2CCN(c3nc(-c4ccco4)cc(C(F)(F)F)n3)CC2)cc1,8,4
CCOc1ccc(C(CC(=O)O)NC(=O)c2ccco2)cc1 (stereo unspecified),19,-8
c1ccc(-c2nc(NCc3cccnc3)c3oc4ccccc4c3n2)cc1,1,8
COc1cc(NC(=O)c2cccs2)c(C(=O)OCC(=O)NC(C)c2ccccc2)cc1OC (stereo unspecified),-17,-4
O=C(Nc1ccc(NC(=O)c2cccs2)cn1)c1ccco1,-53,2
COC(=O)CSc1nnc(-c2ccc(S(=O)(=O)N3CCCC3)cc2)n1C,2,-2
CCOc1ccc(NC(=O)CSc2nnc(-c3ccccn3)n2N)cc1,-18,20
COc1cccc(N2CCN(C3CC(=O)N(c4ccc(Cl)c(Cl)c4)C3=O)CC2)c1 (stereo unspecified),9,10
CCOc1cc2[nH]c(=O)n(CC3CCC(C(=O)NCCCOC)CC3)c(=O)c2cc1OCC (stereo unspecified),-2,-24
CC(NC(=O)c1ccc(Cn2cc([N+](=O)[O-])cn2)o1)c1ccccc1 (stereo unspecified),2,-1
CCCCC(=O)Nc1ccc2c(c1)OCCO2,-63,1
CCN(CC)S(=O)(=O)c1ccc(N2CCCCC2)c(C(=O)Nc2ccccc2N2CCOCC2)c1,0,-3
COCC(C)NC(=O)c1ccc(Cl)c(Cl)c1 (stereo unspecified),-11,-4
CCN(CC)S(=O)(=O)c1ccc(NC(=O)Cn2c(=O)oc3ccccc32)cc1,2,-3
O=C(COC(=O)C1CC1)NCc1ccccc1Cl,6,0
Cc1c(C(=O)O)sc2ncn(C)c(=O)c12,-1,-4
Cn1nc(C(=O)Nc2sccc2C(N)=O)ccc1=O,-9,29
O=C(NCc1ccco1)c1ccccc1Br,13,0
CC(=O)Nc1ccc(NC(=O)C2CCCN(c3ncccn3)C2)cc1 (stereo unspecified),17,-2
COc1ccc(Cl)cc1NC(=O)CSc1nnc(-c2ccncc2)n1CC1CCCO1 (stereo unspecified),3,-1
COc1ccc(CN(C(=O)c2ccco2)C2CC(C)N(C)CC2C)cc1 (stereo unspecified),13,-3
COC(=O)c1cnn2c(C(F)(F)F)cc(-c3ccc(F)cc3)nc12,-7,5
CCOC(=O)c1cc2ccc(OC)cc2oc1=O,-43,-16
Cc1ccc(-c2nnc(CSc3nnc(COc4ccccc4)n3-c3ccc(C)cc3)o2)cc1,3,17
Cc1c(N2C(=O)/C(=C/c3ccccc3)SC2=S)c(=O)n(-c2ccccc2)n1C,6,8
CCN1N=C(c2cc(Cl)sc2Cl)CSC1=O,-12,-21
C/C(=N\S(=O)(=O)c1ccc(C)cc1)N1CCN(S(=O)(=O)c2ccccc2)C1,11,22
COc1ccc(-n2c(C)c([N+](=O)[O-])c3ccc(O)c(CN4CCCCC4)c32)cc1,-5,16
CN(C(=S)NC1=CCS(=O)(=O)C1)C1CCCCC1,11,-10
Cc1c(C(=O)N(C)Cc2ccccc2)oc2ccc(S(=O)(=O)N3CCCC3)cc12,2,2
O=C(COc1cccc(NC(=O)c2ccco2)c1)c1ccccc1,-30,4
Cc1ccc2cccc(Oc3nnnn3-c3ccccc3)c2n1,5,-7
CCOC(=O)CSC1=Nc2ccccc2C2=NC(CC(=O)NCc3ccccc3)C(=O)N12 (stereo unspecified),-15,6
CCOc1ccc(-n2cc(C(=O)N3CCCCCC3)c3cc(OC)c(OC)cc3c2=O)cc1,12,4
CCN(CC)CCNc1ncnc2c1sc1nc(N3CCOCC3)c3c(c12)CC(C)(C)SC3,16,24

# New compounds follow:
SMILES,PAX8 reporter,ARNT TACC3 PPI
CCCCNC(=O)c1ccccc1Cl,-9,-10
Cn1c(=O)n(C)c(=O)n(CC(=O)N2CCCCC2)c1=O,11,-7
Cc1ccccc1/C=C1\CCCc2ccccc2C1=O,-172,-2
CCOC(=O)N1CCN(S(=O)(=O)c2ccc(C)cc2)C1c1ccc(OC)cc1 (stereo unspecified),13,-1
Cc1cc(C)n2nc(SCC3COc4ccccc4O3)nc2n1 (stereo unspecified),-81,7
Cn1c(SCC(=O)c2ccccc2)nnc1-c1ccco1,-108,2
O=C(CN(Cc1cccs1)C(=O)c1csnn1)NC1CCCC1,8,-5
O=C(NC1CCN(Cc2ccccc2)CC1)c1cc(-c2ccccn2)nc2ccccc12,-2,4
NS(=O)(=O)c1ccc(CCNC(=O)CCCC2=NS(=O)(=O)c3ccccc3N2)cc1,-2,3
CCN(CC)S(=O)(=O)c1ccc2nc(COC(=O)c3n[nH]c4ccccc34)[nH]c2c1,4,-3
CCOc1ccc(NC(=O)CSc2nnc(C(C)C)n2CC)cc1,-8,-35
CCc1ccc(/C=N/NC(=O)c2cc(-c3ccccc3OC)nc3ccccc23)s1,25,6
N=c1c(C(=O)NCc2ccco2)cc2c(=O)n3ccccc3nc2n1Cc1ccc(Cl)cc1,4,-3
Cc1c(C(=O)N2CCN(C)CC2)oc2ccc(S(=O)(=O)N3CCOCC3)cc12,-16,-12
Cc1ccc(C(=O)Nc2ccc3c(c2)ncn3C)cc1,-142,-8
Cc1ccc(N(CC(=O)NCc2ccco2)S(=O)(=O)c2ccccc2)cc1,-4,3
CCn1c(=O)n(-c2ccc(Cl)cc2)c(=O)c2c3c(sc21)COC(C)(C)C3,-12,-4
Cc1cc(C)c(NC(=O)c2cc3c(nc4sccn43)s2)c(C)c1,13,1
O=C(NCC(=O)N(c1ccccc1F)C(C(=O)NCC1CCCO1)c1ccccc1)c1ccco1 (stereo unspecified),-21,-2
Oc1cccc(C=NCc2ccccc2)c1O,19,30
CCN(CC)C(=O)c1sc(N)c(C(=O)OC(C)C)c1C,-18,-7
Cc1ccc(S(=O)(=O)N2CCN(C(=O)N3CCOCC3)C2c2ccc(N(C)C)cc2)cc1 (stereo unspecified),-18,-6
CCc1ccc(C(=O)CSc2nc3ccccc3c(=O)[nH]2)cc1,-11,-2
CC1CC1C(=O)NCCc1ccc(Cl)cc1 (stereo unspecified),-25,-3
CCCCOC(=O)c1ccc(NC(=O)C2CCCO2)cc1 (stereo unspecified),-24,-13
CCOC(=O)c1cnc2c(-c3ccccc3)c(C)nn2c1N,-46,-5
CN1CCCN(C2C3CC4CC(C3)CC2C4)CC1 (stereo unspecified),-19,-9
CCn1cnc2cc(NC(=O)c3ccco3)ccc21,-64,-3
CCC1CCCCN1CCNS(=O)(=O)c1ccc2c(c1)CCN2C(C)=O (stereo unspecified),12,-5
CCOC(=O)c1[nH]c2ccccc2c1NC(=O)CCN1CC(C)OC(C)C1 (stereo unspecified),19,-3
O=C(NCC1CCCO1)c1cccc(N2C(=O)C3C4C=CC(C4)C3C2=O)c1 (stereo unspecified),-13,2
Cc1cc(C2C(C#N)=C(N)OC3=C2C(=O)CCC3)c(C)s1 (stereo unspecified),30,-2
CC(C)(C)n1nnnc1CN1CCSCC1,9,-6
CN(C)c1ccc(NC(=O)CC2NCCNC2=O)cc1 (stereo unspecified),-16,-11
O=C(CCSc1nnc(-c2ccncc2)o1)Nc1ccccc1,-14,-4
CCN(CC)c1ccc(C(=O)OCC(=O)c2ccco2)cc1,-114,-7
Cc1ccc(NC(=O)CCN2C(=O)c3ccncc3C2=O)cc1,2,-2
CN1CCC(N(C)CC(=O)Nc2cccc(Oc3ccccc3)c2)CC1,19,1
CCN1C(=O)/C(=C2/C=CC=CN2C)SC1=S,-16,-9
Cc1ccc(C2=[N+]([O-])C3(CCCCC3=O)N(O)C2(C)C)cc1 (stereo unspecified),8,2
CC(C)Oc1ccccc1C1CC(=O)Nc2cc3c(cc21)OCCO3 (stereo unspecified),80*,3
Clc1ccc(OCCCc2nc(-c3ccncc3)no2)c(Cl)c1,-4,-9
O=C(CN1N=C(C(F)(F)F)CC1(O)c1ccc([N+](=O)[O-])cc1)c1ccccc1 (stereo unspecified),-4,6
Cc1noc(C)c1C(=O)OCC(=O)c1ccc[nH]1,0,4
O=C(CCCCn1c(=O)[nH]c2ccccc2c1=O)NCCC1=CCCCC1,-5,-8

# Single values from the results shown:
# Entry for `O=C(CN1N=C(C(F)(F)F)CC1(O)c1ccc([N+](=O)[O-])cc1)c1ccccc1` (stereo unspecified) in ARNT TACC3 PPI: 6
# Entry for `CC(C)(C)n1nnnc1CN1CCSCC1` in ARNT TACC3 PPI: -6

# (cont.)
SMILES,PAX8 reporter,ARNT TACC3 PPI
CCc1nnc(NC(=O)c2cccc(S(=O)(=O)N(C)c3ccccc3)c2)s1,-5,-60
CCOC(=O)C1=C(C)NC(=O)C(C(N)=O)C1c1ccccc1 (stereo unspecified),-11,-2
COc1ccc(CC(=O)Nc2ccc(S(=O)(=O)N(C)C)cc2)cc1OC,15,-8
COn1c(-c2ccc(Cl)cc2)nc2ccc(Cl)cc21,-101,-2
Cc1ccc(S(=O)(=O)CCc2ccccn2)cc1,6,1
COc1ccc(OC)c(NC(=O)CSc2ccccc2)c1,-22,3
CN(C)c1nc(-c2ccccn2)nnc1-c1ccccc1,56,64*
Cn1c(=O)c2c(nc(CN3CCOCC3)n2CCc2ccccc2)n(C)c1=O,-2,-10
CC(=O)c1c(C)[nH]c(C(=O)N2CCCCCC2)c1C,17,-3
Cc1nn(C)c(Oc2cccc(Cl)c2)c1C=O,28,-6
COc1ccc(NC(=O)Nc2ccc(C(=O)N3CCOCC3)cc2)cc1,4,-1
CCOc1cc(-c2cc(-c3ccc(C)o3)nc(N)c2C#N)ccc1O,11,3
COc1ccc(C(CNC(=O)CN2C(=O)NC3(CC(C)CC(C)(C)C3)C2=O)N2CCOCC2)cc1 (stereo unspecified),-7,0
Oc1c(Br)cc2oc3c(c2c1CNCc1ccccc1)CCCC3,0,3
COCCNC(=O)c1cc2oc3ccccc3c2n1C,-170,0
CC1(C)CC(O)CC(C)(C)N1CC(O)COCCOc1ccc(Br)cc1 (stereo unspecified),6,0
Cc1nc(=O)c(-c2ccccc2)c(C)n1-c1ccccc1C(=O)O,40,-5
C=CCn1c(SCC(=O)O)nnc1-c1ccccc1,8,-3
CC(=O)Nc1ccc(S(=O)(=O)N(Cc2ccccc2)C(C)C)cc1,-11,-6
CCN(C(=O)CN1CCN(c2ccccc2OC)CC1)c1c(N)n(Cc2ccccc2)c(=O)[nH]c1=O,-4,-1

# Rewritten bar-delimited: entries from further up.
smiles | PAX8 reporter | ARNT TACC3 PPI
CCOC(=O)C1=C(C)NC(=O)C(C(N)=O)C1c1ccccc1 (stereo unspecified) | -11 | -2
COc1ccc(CC(=O)Nc2ccc(S(=O)(=O)N(C)C)cc2)cc1OC | 15 | -8
COn1c(-c2ccc(Cl)cc2)nc2ccc(Cl)cc21 | -101 | -2
Cc1ccc(S(=O)(=O)CCc2ccccn2)cc1 | 6 | 1
COc1ccc(OC)c(NC(=O)CSc2ccccc2)c1 | -22 | 3
CN(C)c1nc(-c2ccccn2)nnc1-c1ccccc1 | 56 | 64*
Cn1c(=O)c2c(nc(CN3CCOCC3)n2CCc2ccccc2)n(C)c1=O | -2 | -10
CC(=O)c1c(C)[nH]c(C(=O)N2CCCCCC2)c1C | 17 | -3
Cc1nn(C)c(Oc2cccc(Cl)c2)c1C=O | 28 | -6
COc1ccc(NC(=O)Nc2ccc(C(=O)N3CCOCC3)cc2)cc1 | 4 | -1
CCOc1cc(-c2cc(-c3ccc(C)o3)nc(N)c2C#N)ccc1O | 11 | 3
COc1ccc(C(CNC(=O)CN2C(=O)NC3(CC(C)CC(C)(C)C3)C2=O)N2CCOCC2)cc1 (stereo unspecified) | -7 | 0
Oc1c(Br)cc2oc3c(c2c1CNCc1ccccc1)CCCC3 | 0 | 3
COCCNC(=O)c1cc2oc3ccccc3c2n1C | -170 | 0
CC1(C)CC(O)CC(C)(C)N1CC(O)COCCOc1ccc(Br)cc1 (stereo unspecified) | 6 | 0
Cc1nc(=O)c(-c2ccccc2)c(C)n1-c1ccccc1C(=O)O | 40 | -5
